ER stress rescue – rescue of cells from ER stress-induced death, primary screen, 384-well, CSM14.1, thapsigargin, ATP luminescence (AID 1222) | CSM14.1 thapsigargin-induced death rescue, ATP luminescence; higher % means a stronger effect | cellular ATP content (survival), % at 20 µM, or EC50 in µM where a hit was titrated | 190,000 tested, under 10 active;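 active means EC50 below 50 µM in the dose-response confirmation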;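 further: death triggered by thapsigargin at about 15 µM added after 2 h compound pretreatment; cell ATP read after overnight thapsigargin exposure of roughly 18 to 22 hours; normalized against plate controls of thapsigargin alone and 5% DMSO vehicle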
Dynein cargo inh – blocks dynein driven cargo transport along microtubules | 3617.4 mouse cells, GR-EGFP nuclear translocation imaging; test concentration mostly 20 µM; stimulated with dexamethasone, 1 µM; active compounds read low | z-score, hits read low | actives 0.47% (n = 220,000) | AID 1381;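 active means plate z-score of nuclear minus cytoplasmic receptor signal below a set negative limit, without overly bright fluorescence or cell loss, cut at about -3.5 in these data, passing the limit was not always enough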;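 further: z-score of nuclear minus cytoplasmic ring GR-EGFP intensity difference per well; some compounds called inactive have numbers as strong as hits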
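medium = tetracycline-free induction medium containing charcoal-stripped FBS | probe or stimulus = dexamethasone, 1.0 µM final | timing = 48 h induction, then 1 h compound, then 30 min agonist, 37 °C | detection = automated 10x imaging of fixed Hoechst-stained cells | read-out basis = nuclear versus cytoplasmic GR-EGFP signal, averaged per well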
b-catenin transl – modulators of beta-catenin nuclear translocation. AID 1665. HeLa beta-catenin nuclear translocation, immunofluorescence imaging. nuclear translocation activity, % at 5 µM. actives 0.3% (n = 190,000);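 active means nuclear translocation activity above 50% at 5 µM, with a well cell count of 50 or more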;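 further: per-cell ratio of nuclear to cytoplasmic median beta-catenin stain intensity; plate controls were DMSO negative control for no effect and GSK-3 inhibitor IX positive control for full effect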
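Technique: fluorescence imaging of beta-catenin antibody stain plus DAPI / Material: human HeLa cell line / Incubation: compound treatment 24 h, 37°C, 5% CO2 / Read-out basis: % activation of per-cell nuclear versus cytoplasmic median beta-catenin signal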
T cell HTS – modulates CD8 T cell binding to vesicles; 2C CD8+ T cell-vesicle binding, flow cytometry; active compounds read low; calls only at 7 µM; actives 0.068% (n = 330,000);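 active means response, share of CD8 T cells binding vesicles, and their 90th percentile fluorescence all below set limits, cut at about 80% in these data, passing the limit was not always enough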
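Benchmarks: naked versus QL9-loaded vesicles / Assay system: purified 2C TCR transgenic mouse naive CD8+ T cells / Technique: high-throughput flow cytometry with anti-B7-1 and anti-CD8 staining / Timing: Cell–vesicle co-incubation 1.5 h at 37 °C, staining 20 min on ice / Read-out: percent CD8+ FL2 mean versus row control / Probe or stimulus: QL9-loaded Drosophila micro-vesicles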
Insulin prom up – MIN6 insulin promoter up-regulation; MIN6 insulin promoter-GFP reporter, high-content imaging; active compounds read high; z-score at 5 µM; actives 0.3% (n = 190,000); AID 1625;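 active means z-score above 3 at 5 µM with at least 500 cells counted in the well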
Hep lipid drop – hepatic lipid droplet formation modulation; AML12 mouse hepatocytes, oleate lipid droplets, BODIPY imaging; inhibition, % at 6.5 µM; actives 0.4% (n = 240,000);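 active means lipid droplet intensity inhibited by at least 50%, with more than 500 cells counted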
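System: AML12 hepatocytes (mouse). Probe or stimulus: oleic acid at 100 µM to induce lipid droplet formation. Times: overnight treatment with compound plus oleate. Detection: Image-based BODIPY and DAPI two-channel analysis. Evaluation: percent inhibition of filter-corrected integrated lipid droplet intensity per well.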
MT stabilizer – stabilizes microtubules in HeLa cells. HeLa tubulin immunostaining HCS, 24 h; share of cells brighter than vehicle mean+2SD. % tubulin-high responders, % at 10 µM. actives 0.83% (n = 200,000);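 active means plate Z-score above 3 for both tubulin-high and condensed-nucleus cell shares, with cell loss under 80%, at 10 µM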;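 further: anti alpha tubulin signal scored within the nucleus-defined area of each cell; some results filed as inactive read as strong as hits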
Autophagy mod – alters autophagy in cells | AID 463193 | actives 0.98% (n = 190,000) | MEF GFP-LC3 puncta imaging; test concentration mostly 10 µM | calls only at 10 µM (by protocol);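 active means percentage of spot-positive cells more than 3 SD above its plate mean, without a fluorescence outlier flag or 80% toxicity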;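 further: spot-positive cell cutoff set from DMSO-treated cells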
PhoP inhibition – PhoP-dependent GFP reporter repression – Salmonella Typhimurium, primary screen (AID 1863); S. Typhimurium PhoP-regulated promoter GFP reporter, 4 h; higher % means a stronger effect; inhibition, % at 50 µM, or IC50 in µM where a hit was titrated; actives 0.16% (n = 300,000);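 active means inhibition over 29.93%, a cutoff 3 SD above the screen mean, later confirmed by dose response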;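 further: 0% = low Mg2+ inducing control and 100% = high Mg2+ repressing control; strong numbers were not always called active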
Dynein cargo inh cytoplasmic EGFP – also measured in Dynein cargo inh; calls as there; z-score; measured here: cytoplasmic GR-EGFP intensity; active compounds read high
Dynein cargo inh nuclear GR-EGFP – second read-out of Dynein cargo inh, no call of its own (marks repeat the call); z-score; measured here: nuclear GR-EGFP intensity;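 lower value marks the stronger effect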
Dynein cargo inh cell count – second read-out of Dynein cargo inh, no call of its own (marks repeat the call); z-score; measured here: cell count per field
Insulin prom up cell count – second read-out of Insulin prom up, no call of its own (marks repeat the call); cell count; measured here: cytotoxicity, nuclei count;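 total cells summed across four imaged fields per well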
Hep lipid drop cells 6.5 µM – second read-out of Hep lipid drop, no call of its own (marks repeat the call); cell count; measured here: cell count, cytotoxicity flag;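 cells counted across two imaged fields per well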
b-catenin transl cell count 5 µM – second read-out of b-catenin transl, no call of its own (marks repeat the call); cell count; measured here: cell count, cytotoxicity flag
T cell HTS vesicle-bound % – also measured in T cell HTS; calls as there; double positive events, %; measured here: CD8+ vesicle-bound cell fraction;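 binding gate set so that unloaded-vesicle control wells show 10% double positive cells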
MT stabilizer Hoechst-high % – second read-out of MT stabilizer, no call of its own (marks repeat the call); % Hoechst-high responders; measured here: nuclear condensation Hoechst responders;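 share of cells brighter than vehicle mean plus two SD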
MT stabilizer cytotoxicity % – also measured in MT stabilizer; calls as there; toxicity, %; measured here: cytotoxicity by cell density;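 0% = mean cell density of plate MIN control wells and 100% = no cells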
Autophagy mod cell loss 18 h – also measured in Autophagy mod; calls as there; toxicity, %; measured here: cell loss, nuclei count;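 cell loss after 18 h compound exposure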
Numbers without * were called inactive; i = inactive; . = not tested or not shown.

SMILES	ER stress rescue	Dynein cargo inh	Dynein cargo inh cytoplasmic EGFP	Dynein cargo inh nuclear GR-EGFP	Dynein cargo inh cell count	b-catenin transl	b-catenin transl cell count 5 µM	T cell HTS	T cell HTS vesicle-bound %	Insulin prom up	Insulin prom up cell count	Hep lipid drop	Hep lipid drop cells 6.5 µM	MT stabilizer	MT stabilizer Hoechst-high %	MT stabilizer cytotoxicity %	Autophagy mod	Autophagy mod cell loss 18 h	PhoP inhibition
Cc1ccc(-c2nc3ncccc3o2)cc1NC(=O)c1cccs1	0.5%	-0.63	-0.18	-0.43	-0.036	-2.5	983	i	62	0.04	1473	8	720	1.0	1.9	5.2	i	-9	4%
CCOC(=O)c1cc(-c2ccc3c(c2)OCCO3)n[nH]1	-5.2%	-0.48	-0.27	0.25	-0.054	-1.7	1098	i	36	-0.37	1442	-6	723	3.0	2.0	10	i	-14	-7%
CCOC(=O)c1c(NC(=O)Cn2cnc3scc(-c4ccc(C)cc4)c3c2=O)sc(C)c1C	3.3%	-0.77	1.3	-0.25	-0.18	-1.0	1044	i	49	0.75	1363	-12	536	2.0	3.7	12	i	0	-5%
COc1ccc(OC)c(NC(=O)c2cccnc2Sc2ccccc2)c1	-2.6%	0.3	0.69	0.15	-0.16	-1.1	909	i	38	-0.51	1309	0	678	0.6	4.4	11	i	-23	-3%
Cc1ccc(C)c(SCC(=O)OC/C(O)=C(\C#N)c2nc3ccccc3[nH]2)c1	14%	-0.15	-0.18	-0.3	0.66	-0.5	1598	.	.	.	.	-19	630	2.3	2.1	4.0	i	-1	2%
CC(=O)NC(=S)Nc1ccc(NC(=O)c2cccnc2)cc1	.	-1.2	-0.26	-0.22	1.2	1.0	1281	i	53	-1.4	1082	-1	691	.	.	.	.	.	-8%
COCCn1c(SCC(=O)Nc2cc(OC)ccc2OC)nc2c(c1=O)SC(C)C2 (stereo unspecified)	.	-0.12	-0.26	0.54	0.3	-0.4	1286	i	7	-1.1	1057	-11	683	.	.	.	.	.	-2%
CN(CC(=O)Nc1ccccc1Cl)C(=O)CSc1ncc(C(F)(F)F)cc1Cl	-2.1%	0.84	-0.27	0.76	-0.34	0.3	1152	i	49	-0.07	1496	-19	682	5.0	4.0	4.9	i	-3	-14%
COc1ccc(-c2noc(CCC(=O)Nc3ccc4c(c3)OCCO4)n2)cc1	0.6%	-0.068	-0.32	0.35	-0.35	1.4	941	i	49	.	.	1	748	1.5	2.0	6.5	i	1	-8%
O=C1NC(=O)/C(=C\c2ccc(Cl)nc2)S1	-6.5%	-1.6	0.31	-0.74	1.2	-0.3	1131	i	50	-0.08	1492	-8	661	2.0	1.9	6.8	i	-3	-1%
O=S(=O)(NCCc1ccccc1)c1cccc2nsnc12	-0.9%	1.7	-0.26	0.76	-0.26	.	.	i	64	-0.48	918	3	773	2.2	1.6	5.8	i	-12	10%
Cn1c(Cn2c3ccccc3c3ccccc32)n[nH]c1=S	.	0.64	-0.19	0.45	-0.95	-2.1	1133	i	38	0.02	1341	-16	641	.	.	.	.	.	0%
COc1ccc(-n2c(C)nc3cc(C(=O)O)ccc32)cc1	13%	2.8	-0.24	1.3	-0.84	-0.6	1168	.	.	-0.45	947	13	781	0.9	1.6	12	i	-7	9%
C/C(Cn1nnc2ccccc21)=N\OC(=O)c1ccccc1C	4.7%	0.86	-0.16	0.46	-0.98	-0.7	583	i	57	0.11	1446	-2	650	1.2	3.1	12	i	1	5%
COc1cc(/C=C/C(=O)c2ccc(NS(=O)(=O)c3ccc(C)cc3)cc2)cc(OC)c1O	-2.1%	-1.2	-0.19	-0.5	-0.28	3.0	1063	i	38	-2.1	1056	13	569	16	11	25	i	7	6%
CN(c1ccccc1)S(=O)(=O)c1cccc(NC(=O)c2ccncc2)c1	.	-1.2	-0.77	-0.86	0.36	0.3	1333	i	24	-0.95	733	19	679	.	.	.	.	.	.
COc1ccc(NC(=S)NC2CCS(=O)(=O)C2)cc1 (stereo unspecified)	28%	1.7	-0.26	0.31	-0.79	-1.3	1007	i	46	-0.04	1504	-1	677	2.1	2.5	0.5	i	12	-1%
O=C(CN(Cc1ccco1)C(=O)CNS(=O)(=O)c1ccc(F)cc1)NCCc1ccccc1	.	0.017	-0.17	0.37	0.034	.	.	i	40	-0.23	1127	-11	708	3.5	1.8	0.3	i	-8	5%
O=C(N/N=C/c1cc(O)ccc1[N+](=O)[O-])c1ccc2c(c1)OCCO2	.	0.18	-0.21	-0.024	0.13	0.5	1333	i	39	0	1158	0	659	.	.	.	.	.	-10%
Cc1cc(C)c(NC(=O)c2ccccc2CCc2ccccc2)c(C)c1	-0.4%	0.27	-0.035	0.68	0.0016	1.2	1365	i	7	-0.71	1261	.	.	2.8	1.9	5.4	i	14	0%

The last two compounds of the part before open the next one:
SMILES	ER stress rescue	Dynein cargo inh	Dynein cargo inh cytoplasmic EGFP	Dynein cargo inh nuclear GR-EGFP	Dynein cargo inh cell count	b-catenin transl	b-catenin transl cell count 5 µM	T cell HTS	T cell HTS vesicle-bound %	Insulin prom up	Insulin prom up cell count	Hep lipid drop	Hep lipid drop cells 6.5 µM	MT stabilizer	MT stabilizer Hoechst-high %	MT stabilizer cytotoxicity %	Autophagy mod	Autophagy mod cell loss 18 h	PhoP inhibition
O=C(N/N=C/c1cc(O)ccc1[N+](=O)[O-])c1ccc2c(c1)OCCO2	.	0.18	-0.21	-0.024	0.13	0.5	1333	i	39	0	1158	0	659	.	.	.	.	.	-10%
Cc1cc(C)c(NC(=O)c2ccccc2CCc2ccccc2)c(C)c1	-0.4%	0.27	-0.035	0.68	0.0016	1.2	1365	i	7	-0.71	1261	.	.	2.8	1.9	5.4	i	14	0%
CCOC(=O)CON1C(=O)c2ccccc2C1=O	-2.4%	-0.56	-0.25	-0.41	1.1	-2.3	1175	i	40	1.6	871	-3	789	3.3	2.3	6.3	i	-4	0%
COc1ccc(Nc2nc(N)nc(CN3CCN(c4ccccn4)CC3)n2)cc1	3.9%	-0.19	-0.15	-0.75	0.89	-0.1	1110	i	48	-0.49	1300	7	793	1.9	1.3	5.7	i	-5	-1%
COc1ccc(CNC(=O)c2cnc3n(c2=O)CCS3)cc1	.	-0.26	-0.23	0.11	-0.06	-2.4	1104	i	39	.	.	1	708	2.0	2.9	10	.	.	6%
COc1ccc2cc(-c3[nH]ncc3CN3CCCN(c4ccccc4)CC3)ccc2c1	-3.0%	-0.11	-0.29	-0.25	0.55	0.7	1006	i	59	-0.38	1479	-15	690	3.1	2.3	4.5	i	5	-7%
COCc1[nH][nH]c(=O)c1C=Nc1ccc(Oc2ccccc2)cc1	-4.3%	-0.87	-0.16	-0.21	0.51	-2.8	1120	i	18	.	.	-10	697	2.1	1.7	4.1	i	-10	7%
Cc1cc(C)nc(/N=C(\N)Nc2ccc3c(c2)OCCO3)n1	-2.3%	0.83	-0.32	-0.29	0.13	4.4	1351	i	30	0.01	1466	0	676	11	9.8	24	i	1	2%
CC12CCC(C(N)=O)(C1Br)C2(C)C (stereo unspecified)	-1.5%	-0.49	-0.23	0.024	-0.31	1.7	886	i	28	0.19	1331	4	522	2.6	2.5	8.2	i	-3	-8%
Clc1ccc(Nc2nc3cccnc3s2)cc1	1.7%	0.085	-0.23	-0.25	-0.49	1.3	1565	i	59	-0.98	1414	26	592	4.4	1.7	5.9	i	2	-1%
CCn1c(=O)c([N+](=O)[O-])c(N2CCSCC2)c2ccccc21	.	1.9	-0.19	0.76	-0.2	-0.6	1386	i	42	-1.3	885	-8	690	.	.	.	.	.	-16%
COCCNC(=O)CSc1nc2ccccc2c(=O)n1-c1cccc(OC)c1	-2.0%	0.68	-0.28	0.16	-0.14	-0.2	1081	i	14	0.59	1858	-34	667	2.7	1.4	15	i	1	3%
O=C(O)/C=C/C(=O)Nc1ccc(NC(=O)c2ccccc2)c(Cl)c1	-1.6%	-0.46	-0.27	-0.38	1.1	1.3	1106	i	42	-0.17	1123	-3	749	1.9	1.8	5.0	i	3	-2%
COc1ccc(-c2noc(=O)n2Cc2cc(C)ccc2C)cc1	3.5%	-0.32	-0.13	-0.46	0.011	4.2	1496	i	26	-0.65	1465	-26	706	11*	31*	27*	i	11	-1%
Nc1ccccc1Nc1cc(-c2ccccc2)[nH]n1	-1.2%	-2	3.1	-1.1	0.35	25	407	.	.	-1.5	1134	-1	776	4.8	28	25	i	20	-4%
CCC1=C(OC(=O)N(CC)CC)N2C(=O)OC(=NCC3CC3)[C@]2(C)[C@H]2C1=CC[C@H]1C(=O)N(C)C(=O)[C@H]12	.	-0.48	-0.81	-0.28	0.62	-0.9	1319	i	5	-0.19	1085	7	655	.	.	.	.	.	-1%
